sdo1 growth: sdo1-depleted yeast growth rescue; S. cerevisiae sdo1-depleted JHY4D growth rescue, OD600 30 h; active compounds read high; pdr5 snq2 efflux-pump mutant strain; z-score at 10 µM; actives 0.21% (n = 140,000);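 active means z-score above 3 at both the 24 hr and the 30 hr optical density reads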;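 further: z-score against mean and SD of all compound wells on the same plate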
Insulin prom inh: TRM-6 insulin promoter activity inhibition; inhibition, % at 2 µM; AID 1273; actives 0.9% (n = 130,000); TRM-6 cells (human fetal islet line), insulin promoter-eGFP reporter, imaging; reporter expression induced with tamoxifen;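 active means inhibition above the mean plus 3 SD, with well images judged a real hit on visual review, cut at about 60% in these data, passing the limit was not always enough; inconclusive means inhibition over the cutoff but images rejected on review; inactive means inhibition not above the cutoff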
sdo1 growth Rescue 24 h: also measured in sdo1 growth; calls as there; z-score; S. cerevisiae sdo1-depleted JHY4D growth rescue, OD600; measured here: growth rescue at 24 h;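 0 is the plate mean of compound wells and units are plate SD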
An asterisk follows results filed as active; ? = inconclusive; nt = not tested or not shown. Only part of the results is shown; rates above refer to the full screens.

SMILES,Insulin prom inh,sdo1 growth,sdo1 growth Rescue 24 h
O=C(NCCc1ccccc1)C1CCCN(S(=O)(=O)c2cccs2)C1 (stereo not given),nt,0.59,0.66
CC1CCC2C(=O)N(c3cccc(OS(=O)(=O)c4ccccc4)c3)C(=O)C2C1 (stereo not given),nt,-0.74,-1.1
Cc1nc2ccccc2n1CC(O)COc1ccccc1Cl (stereo not given),?,nt,nt
CCCCNC(=O)CN(C1CCCCC1)S(C)(=O)=O,-151,0.23,-0.11
COC(=O)c1cccc(NC(=O)C2COc3ccccc3O2)c1C (stereo not given),nt,0.49,0.36
Cc1cccc(C)c1NC(=O)CC1SC2=NCCN2C1=O (stereo not given),-5,-0.29,-0.49
COc1cccc(NC(=O)C23CCC(C)(C(=O)O2)C3(C)C)c1 (stereo not given),23,0.66,1
CC(C)c1ccc(C(=O)NC2=NCCS2)cc1,18,0.83,0.41
CSc1sc(C(=O)O)c2c1C(=O)CCC2,43,0.8,0.7
CSCCC(NC(N)=O)C(=O)Nc1ccc(C)cc1 (stereo not given),-19,nt,nt
CN(C)c1c([N+](=O)[O-])ncn1C,9,-0.28,-0.51
Cc1ccc(NC(=O)CN2C(=O)S/C(=C/c3ccc(-c4cc(C(=O)O)ccc4C)o3)C2=O)cc1C,nt,-0.49,0.74

Further structures.
SMILES,Insulin prom inh,sdo1 growth,sdo1 growth Rescue 24 h
O=C(CSc1nnc(C2CC2)n1Cc1ccccc1)NCc1ccccc1,-3,0.58,1.1
O=C(CNS(=O)(=O)c1ccc(Br)s1)Nc1ccc2c(c1)OCCO2,nt,0.67,0.21
Cc1c(Cl)cccc1NC(=S)NC(=O)CCN1C(=O)c2ccccc2C1=O,-43,0.16,1.4
CCOC(=O)c1ccc(N2N=C(C)/C(=C/C=C/c3ccco3)C2=O)cc1,43,-1.5,1.4
Cc1ccc(/C=N/NC(=O)C(C)NC(=O)c2ccccc2)cc1 (stereo not given),5,nt,nt
O=C1CC(c2ccc(F)cc2)CC(O)=C1C1NCCc2ccccc21 (stereo not given),10,-0.46,-0.49
COCCOCCn1c(CCCO)nc2ccccc21,-35,-0.67,-0.42
CC[N+](C)(CC)CC(O)COCC1COc2ccccc2O1 (stereo not given),nt,1.9,2
Cc1ccccc1NC(=O)c1cccc(NC(=O)CCC(=O)O)c1,-56,nt,nt
O=C(c1cc2ccccc2[nH]1)N1CCOCC1,nt,1.4,1.4
CCC(C(=O)c1ccc(O)cc1)c1ccccc1 (stereo not given),nt,-1.9,-1.3
COC(=O)c1ccc(NC(=O)CC2C(=O)N(c3ccc(C)cc3)C(=O)N2CC(C)C)cc1 (stereo not given),0,-0.03,-0.49

(next part)
SMILES,Insulin prom inh,sdo1 growth,sdo1 growth Rescue 24 h
O=C(N/N=C/c1cccc([N+](=O)[O-])c1)c1cc(-c2ccc3c4c(cccc24)CC3)n[nH]1,nt,-1.1,-0.57
CCOC(=O)C1=C(c2ccccc2)OC(N)=C(C#N)C1c1ccc(Br)s1 (stereo not given),nt,-0.09,0.34
Cc1ccc(NCC(=O)NNC2=NCCC2)c(C)c1,-25,0.79,0.38
CCOc1ccccc1N(CC(=O)NC(C)(C)C)C(=O)c1ccc(CN2CCOCC2)o1,nt,0.09,-0.51
Cc1ccc2c(CN3CCC(C)CC3)cc(=O)oc2c1,50,-0.23,-0.9
CC(C)Cc1nnc(NS(C)(=O)=O)s1,-2,0.36,0.03
CCc1nc(OCCN(C)C)c2oc3ccccc3c2n1,?,0.62,0.41
O=C(O)c1ccc(CSc2nc3ccc(N4C(=O)C5C6C=CC(C6)C5C4=O)cc3s2)cc1 (stereo not given),-18,0.18,0.3
Fc1ccccc1OCCCCn1cncn1,-8,2.1,3.7
CCC(=O)NNC(=O)CCC(=O)Nc1ccccc1,nt,-0.07,-1
Cc1ccc(C)c(S(=O)(=O)C(C#N)c2nc3ccccc3nc2N2CCCC2)c1 (stereo not given),-22,-0.21,0.57
Cc1ccc(N=Cc2sccc2C)cc1C,19,0.29,-0.68

(listing goes on)
SMILES,Insulin prom inh,sdo1 growth,sdo1 growth Rescue 24 h
O=[N+]([O-])c1cc(-c2cnc3ccccc3n2)ccc1Oc1ccc(Br)cc1,43,-0.09,0.58
Nc1cc(-c2ccccc2)nn1S(=O)(=O)c1ccc(Br)cc1,nt,-2,-1.3
Nc1ccccc1C(=O)NCc1ccc(Cl)cc1,25,1.3,1.2
Cc1c(C(=O)OCC(C)C)[nH]c2c1C(=O)CC(c1ccco1)C2 (stereo not given),nt,-0.91,-0.42
C/C(N)=C(/C#N)C(=O)CSc1nc2ccccc2c(=O)n1Cc1ccc(C)cc1,-10,nt,nt
CCN(CC)CCOC(=O)C1(c2ccccc2)CCOCC1,nt,0.73,-0.78
Cn1c(-c2ccc(F)cc2)cnc1SCC(=O)N1CCCc2ccccc21,-57,-1.1,-0.59
CCNc1nc(NCC)nc(N(C)N)n1,4,1.9,2.2
Cc1ccc(C(=O)Nc2ccc(C(F)(F)F)n(C)c2=O)cc1,7,nt,nt
CCOc1ccc(OCC)c(NC(=O)Cn2cccc2)c1,nt,-0.12,0.06
O=c1ccc2cc(S(=O)(=O)N3CCN(c4cc(Cl)ccc4Cl)CC3)ccc2o1,-14,-1.3,-1.7
O=C(NCc1ccc(Cl)c(Cl)c1)c1ccco1,15,-0.27,-0.27

(next part)
SMILES,Insulin prom inh,sdo1 growth,sdo1 growth Rescue 24 h
N#CCSc1nnc(COc2cccc3ccccc23)n1-c1cccc(Cl)c1,-6,-2.2,-1.3
O=C(CN1C(=O)C2C3C=CC(C3)C2C1=O)NCCC1=CCCCC1 (stereo not given),-62,-0.23,-1.1
CCOC(=O)C1=C(c2ccccc2)OC(N)=C(C#N)C1c1ccc(Cl)s1 (stereo not given),21,-0.86,-0.47
Nc1cc(-c2ccc(Br)cc2)nn1S(=O)(=O)c1ccccc1,nt,-1.1,-0.28
C=CCn1c(SCC(=O)Nc2c(C)cccc2C)nnc1-c1ccncc1,-44,0.11,0.25
CCCCOC(=O)Nc1nnc(COc2ccccc2)s1,30,1.1,1.1
CCc1cc2c(=O)c(-c3cscn3)coc2c(CN(C)C)c1O,-12,0.42,-0.06
Cc1ccc(C)c(NC(=S)NC(NC(=O)N(C)C)C(Cl)(Cl)Cl)c1 (stereo not given),-73,0.87,-0.04
COc1nccnc1NS(=O)(=O)c1ccc(N=Cc2c(C)[nH]n(-c3ccc(Cl)cc3)c2=O)cc1,nt,1.1,0.92
O=C1CCCC(=O)N1c1ccc(N2CCN(c3ccc([N+](=O)[O-])cc3)CC2)c([N+](=O)[O-])c1,-7,-1.9,-1.5
CCc1sc(C(=O)N2CCc3ccccc32)cc1C,25,nt,nt
CC1(C)CC(=O)C2=C(C1)N(c1cccc(O)c1)C1=C(C2)C(=O)CC(C)(C)C1,nt,-0.3,-0.45

Next part:
SMILES,Insulin prom inh,sdo1 growth,sdo1 growth Rescue 24 h
O=S(=O)(/N=C/c1c(O)ccc2ccccc12)c1cccs1,31,0.69,0.4
O=C(C(Cl)Cl)N1CCN(c2ccccn2)CC1,43,1.7,2.5
O=C1N(c2ccc(Cl)cc2)C(c2ccccc2)N2CCCN12 (stereo not given),nt,0.94,0.94
Cc1ccc(-c2nnn(CC(=O)N3CCN(c4nc5ccccc5s4)CC3)n2)cc1,-3,0.03,0.94
c1ccc(-c2ccccc2-n2cnnn2)cc1,17,0.01,-0.69
O=[N+]([O-])c1cccc(N/N=C/c2cccc(O)c2O)c1,-27,nt,nt
Cc1ccc(NC(=S)NC(NC(=O)c2ccco2)C(Cl)(Cl)Cl)cc1 (stereo not given),-36,-0.46,-0.63
C(=N\c1nccs1)/c1c[nH]c2ccccc12,-11,-0.32,-1.1
Cn1c(=O)c(NCCc2ccccc2)c2c3c(cccc31)C(=O)c1ccccc1-2,-170,-0.86,-0.73
NC(=O)c1ccc(NC(=O)c2ccc(CN3CCOCC3)cc2)cc1,-11,1.2,0.91
c1csc(Cc2nc3ccccc3[nH]2)c1,27,-0.23,-0.36
COc1ccc(-n2c(C)c(C(C)=O)c3cc(O)ccc32)cc1,nt,1,1.8

Following part
SMILES,Insulin prom inh,sdo1 growth,sdo1 growth Rescue 24 h
Cc1cc(NCCN(C)C)n2nc(-c3cccs3)cc2n1,14,-0.08,-0.95
Cc1cc(NC(=O)COC(=O)C2CCC2)no1,43,nt,nt
CCCC(=O)N1CCc2cc(OC)c(OC)cc2C1c1cc2cc3c(cc2[nH]c1=O)OCO3 (stereo not given),25,nt,nt
C=CCNS(=O)(=O)c1ccc(OC)c(C)c1,2,-0.15,-0.62
CCc1nc2ccccc2n1CC(=O)Nc1cc(C)on1,-12,nt,nt
COc1ccc2cc(/C=N/NC(=O)c3ccc(CN(c4cccc(Cl)c4Cl)S(C)(=O)=O)cc3)c(Cl)nc2c1,44,0.05,1.2
Cc1ccccc1C1C(C#N)=C2N=C(N)c3c(sc4c3CCCCC4)N2C2=C1C(=O)CCC2 (stereo not given),nt,0.37,0.1
COc1cc(CNCCN2CCOCC2)ccc1OCc1c(Cl)cccc1Cl,-26,0.95,0.7
Cc1sc2nc(-c3ccccc3)[nH]c(=O)c2c1-c1ccccc1,57,0.1,1.2
Cc1cc(C)n(-c2ccc(Cl)c(C(=O)NCc3ccccc3)n2)n1,-47,nt,nt
O=C(/C=C/c1cccs1)Nc1cccc(NC(=O)/C=C/c2cccs2)n1,nt,-1.3,-1.4
O=C(NCc1ccco1)C1CCN(S(=O)(=O)N2CCC3(CC2)OCCO3)CC1,-7,0.68,0.01

(continued)
SMILES,Insulin prom inh,sdo1 growth,sdo1 growth Rescue 24 h
Cc1cc(C(N)=O)c2cc(Br)ccc2n1,-24,-0.01,-0.52
Cc1cc(C)nc(NS(=O)(=O)c2ccc(NS(=O)(=O)c3ccccc3)cc2)n1,-44,0.42,0.2
CCOC(=O)CCc1nc2ccccc2[nH]1,nt,0.84,1.7
CCOC(=O)N1CCC(NCCNC(=O)c2ccc(Cl)cc2)CC1,-29,0.15,-0.23
CCCCCc1ccc(C(=O)CCCC)c(=S)[nH]1,-70,nt,nt
O=C(N/N=C/c1ccncc1)c1ccccc1,29,0.36,-0.42
Cc1ccccc1NC(=S)N(CCN1CCOCC1)Cc1ccccc1F,7,nt,nt
NC(=NCCc1ccccc1)NS(=O)(=O)c1ccc2ccccc2c1,nt,0.29,0.71
COCC(C)n1c(SCC(=O)N2CCc3ccccc3C2)nc2ccccc2c1=O (stereo not given),-21,-0.79,-0.07
C=CCNc1nc(N)c(C(=O)Nc2cc(C)on2)s1,13,0.42,0.27
Cc1ccc(-c2nn3c(C)nnc3s2)cc1NC(=O)c1cccnc1,-277,0.72,0.38
O=C(CNC(=O)c1ccc([N+](=O)[O-])cc1)c1ccccc1,-70,1.8,3.5

The list continues.
SMILES,Insulin prom inh,sdo1 growth,sdo1 growth Rescue 24 h
CC1=CC(C)(C)Nc2ccc(OC(=O)CN3C(=O)c4cccc5cccc(c45)C3=O)cc21,nt,-0.73,-0.32
O=C(N/N=C/c1ccco1)c1ccc(C(=O)N/N=C/c2ccco2)o1,-28,nt,nt
Fc1ccccc1CCNc1c2c(nc3ncnn13)CCCC2,11,nt,nt
COc1ccccc1-c1cc(C(=O)Nc2cc(C)n(Cc3ccc(Cl)cc3)n2)no1,29,1.3,3.7
Cc1cccc(OCCCC(=O)NCC(=O)Nc2cccc(C)c2C)c1,-36,nt,nt
N#CC1=C(N)C(C#N)(C#N)C(c2ccc[nH]2)C2CCCC=C12 (stereo not given),-58,0.53,0.45
CN(C)S(=O)(=O)c1ccc(Cl)c(NC(=O)COc2ccccc2[N+](=O)[O-])c1,-18,0.5,1.8
Cc1nn(Cc2c(F)c(F)c(F)c(F)c2F)c(C)c1NC(=O)c1cccc(COc2ccccc2Cl)c1,19,0.47,1
O=C(N1CCOCC1)N1CCC(c2nc(-c3ccc(S(=O)(=O)N4CCOCC4)cc3)no2)CC1,7,1.6,1.5
COc1cccc(C(=O)/C=C/c2ccc(OCC#N)c(OC)c2)c1,43,-0.99,-0.67
CC(C)(C)Nc1c(N)c(=O)oc2ccccc12,39,1.8,2.6

Sorted by count of non-hydrogen atoms (largest number first): six of the compounds above.
SMILES,Insulin prom inh,sdo1 growth,sdo1 growth Rescue 24 h
O=C(O)c1ccc(CSc2nc3ccc(N4C(=O)C5C6C=CC(C6)C5C4=O)cc3s2)cc1 (stereo not given),-18,0.18,0.3
N#CCSc1nnc(COc2cccc3ccccc23)n1-c1cccc(Cl)c1,-6,-2.2,-1.3
CC[N+](C)(CC)CC(O)COCC1COc2ccccc2O1 (stereo not given),nt,1.9,2
CCCCCc1ccc(C(=O)CCCC)c(=S)[nH]1,-70,nt,nt
Cc1ccc(N=Cc2sccc2C)cc1C,19,0.29,-0.68
CSc1sc(C(=O)O)c2c1C(=O)CCC2,43,0.8,0.7

Single records (already shown). Order of screens: Insulin prom inh, sdo1 growth, sdo1 growth Rescue 24 h
CCOC(=O)CCc1nc2ccccc2[nH]1 reads nt, 0.84, 1.7
C(=N\c1nccs1)/c1c[nH]c2ccccc12 reads -11, -0.32, -1.1
Cc1c(C(=O)OCC(C)C)[nH]c2c1C(=O)CC(c1ccco1)C2 (stereo not given) reads nt, -0.91, -0.42
Cc1cccc(OCCCC(=O)NCC(=O)Nc2cccc(C)c2C)c1 reads -36, nt, nt
COc1cccc(C(=O)/C=C/c2ccc(OCC#N)c(OC)c2)c1 reads 43, -0.99, -0.67
